TrxR1 substrate – is turned over as a substrate by rat TrxR1. purified TrxR1 substrate turnover, NADPH consumption readout. Potency, µM (doses to about 114 µM), for the others: top-dose activity change, negative = substrate turnover. hit rate 0.01% among 390,000; note: potency is the fitted concentration of half-maximal effect; % is set by controls: 0 for no effect and ±100 for the full control effect; nearly all actives have a fitted effect of over 50% in size
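Rat TrxR1, dispensed at 90 nM, was prereduced with 400 uM NADPH (final) for 5 min at ~22 deg C, then incubated with compound 15 min before 400 uM selenite. A first-read NADPH fluorescence drop versus no-compound background flagged substrates.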
TrxR1 inh – blocks rat thioredoxin reductase 1; AID 588453; recombinant rTrxR1, NADPH fluorescence consumption, selenite substrate; O89049; Potency, µM (top dose mostly 114 µM), for the others: top-dose activity change, negative = inhibition, most hits filed as inhibitors; hit rate 1% among 390,000; note: potency is the fitted concentration of half-maximal effect; % is set by controls: 0 for no effect and ±100 for the full control effect; nearly all actives have a fitted effect of over 65% in size
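Rat TrxR1 (90 nM in the dispensed reagent) was pre-reduced with 400 uM NADPH for 5 min at room temperature, then incubated with compound for 15 min. After 400 uM selenite was added, NADPH fluorescence (Ex 340/Em 450 nm) was followed for 8 min.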
TRHR PAM – allosterically enhances the human TRH receptor. AID 493056. TRHR cells, fluo-8 calcium fluorescence, EC20 TRH enhancement. hit rate 0.66% among 360,000. P34981. enhancement, % at 2 µM; in the data active = enhancement above about 30%; note: 0% is about no effect
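TRHR-expressing cells loaded with fluo-8 calcium dye were read kinetically (ex 480/em 530) during compound addition, then stimulated with an EC20 of TRH (10 nM final). Enhancement of the Gq-mediated intracellular calcium response was scored.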
D2 agonist – activates the human D2 dopamine receptor | activation, % at 2 µM | HEK293 T-REx D2 cells, calcium flux agonist mode | P14416 | hit rate 0.53% among 340,000;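 active = activation over 3 SD above normal in the single-dose calcium agonist read, cut at about 30% in these data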; note: 0% is about no effect
Target sequence (P14416 whole entry, looked up): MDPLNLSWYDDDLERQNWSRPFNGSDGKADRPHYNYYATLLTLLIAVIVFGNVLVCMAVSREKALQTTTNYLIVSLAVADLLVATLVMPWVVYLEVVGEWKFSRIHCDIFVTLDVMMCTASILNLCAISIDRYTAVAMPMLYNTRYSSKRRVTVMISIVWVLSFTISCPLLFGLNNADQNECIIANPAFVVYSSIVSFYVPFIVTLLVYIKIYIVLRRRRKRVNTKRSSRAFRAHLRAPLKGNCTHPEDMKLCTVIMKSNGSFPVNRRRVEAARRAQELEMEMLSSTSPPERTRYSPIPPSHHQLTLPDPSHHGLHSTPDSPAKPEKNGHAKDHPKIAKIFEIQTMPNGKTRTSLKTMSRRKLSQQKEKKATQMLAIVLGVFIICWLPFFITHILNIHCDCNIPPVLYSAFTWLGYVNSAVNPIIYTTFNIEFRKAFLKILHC
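Tetracycline-induced HEK293 T-REx cells with force-coupled D2 receptor, plated overnight at 30 C, loaded with no-wash calcium dye. After a 10 s baseline, compound was pin-added and calcium flux read kinetically for 180 s; calcium rises flagged agonists.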
Pin1 inh – human Pin1 inhibition; Pin1 FP peptide displacement, HiFluor488, 10 min; Potency, µM (doses to about 115 µM), for the others: top-dose activity, negative = inhibition, actives largely listed as inhibitors; hit rate 0.009% among 390,000; active = well fitted inhibition curve with a large enough effect in the polarisation, with a control signal flat, not every such curve was filed as active; inconclusive = small, poorly fitted or top-dose-only effect, or effect the other way, or a change in a side signal; inactive = no such curve, though single readings can be large or run the other way; the % refers to the polarisation; note: potency is the fitted concentration of half-maximal effect; % is set by controls: 0 for no effect and ±100 for the full control effect
Target sequence (Q13526 whole entry, looked up): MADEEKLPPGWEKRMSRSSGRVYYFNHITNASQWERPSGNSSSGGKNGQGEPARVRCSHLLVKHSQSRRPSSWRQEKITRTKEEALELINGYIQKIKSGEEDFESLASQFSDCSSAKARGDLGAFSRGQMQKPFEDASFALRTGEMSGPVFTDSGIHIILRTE
TRHR agonist – TRH receptor (human) agonism | P34981 | TRHR cells, calcium flux fluo-8, FDSS agonist mode | activation, % at 2 µM | hit rate 0.18% among 360,000 | AID 493084; in the data active = activation above about 30%; note: 0% is about no effect
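Agonist-mode FDSS calcium read (Ex 480/Em 530, 1 s cycles) in 1536-well TRHR cells with fluo-8 dye, after 10-cycle baseline and 23 nL compound addition; TRH at EC20 (10 nM final) added afterwards for the enhancer phase.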
USP1-UAF1 inh – inhibitors of human USP1/UAF1 deubiquitinase; O94782; recombinant USP1/UAF1, Ub-Rhodamine cleavage fluorescence; Potency, µM (series often up to 57.1 µM), for inactives: at the highest dose activity change, negative = inhibition, usual class: inhibitors; hit rate 0.23% among 390,000; note: potency is the fitted concentration of half-maximal effect; % is set by controls: 0 for no effect and ±100 for the full control effect; nearly all actives have a fitted effect of over 60% in size; inactives centre near -12
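High-throughput fluorogenic screen: 1nM USP1/UAF1 complex, Ub-Rho substrate 150nM final, 50mM HEPES pH 7.8 with 0.5mM EDTA, 0.1 mg/ml BSA, 1mM TCEP and 0.01% Tween-20.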
mIDH1 inhibitor – inhibitors of human mutant IDH1 R132H. O75874. IDH1-R132H enzyme, NADPH consumption, diaphorase/resazurin fluorescence. Potency, µM (doses to about 76.6 µM), for the others: at the highest dose activity change, negative = inhibition, most hits filed as inhibitors. hit rate 0.093% among 390,000. AID 602179; note: potency is the fitted concentration of half-maximal effect; % is set by controls: 0 for no effect and ±100 for the full control effect; nearly all actives have a fitted effect of over 65% in size
Target sequence (O75874 whole entry R132H, stated change not applied): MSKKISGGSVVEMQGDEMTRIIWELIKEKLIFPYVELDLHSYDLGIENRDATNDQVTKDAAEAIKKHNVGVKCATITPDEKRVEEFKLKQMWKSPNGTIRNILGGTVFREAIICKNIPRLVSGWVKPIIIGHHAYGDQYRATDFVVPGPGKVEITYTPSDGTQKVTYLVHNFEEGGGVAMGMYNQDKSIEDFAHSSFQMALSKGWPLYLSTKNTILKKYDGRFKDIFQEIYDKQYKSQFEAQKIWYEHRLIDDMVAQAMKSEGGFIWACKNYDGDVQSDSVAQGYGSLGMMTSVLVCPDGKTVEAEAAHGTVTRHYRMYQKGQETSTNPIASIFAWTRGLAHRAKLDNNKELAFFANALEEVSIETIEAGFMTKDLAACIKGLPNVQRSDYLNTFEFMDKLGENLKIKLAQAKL
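IDH1-R132H (0.5 ug/mL dispensed) in pH 7.5 Tris buffer was preincubated 30 min with compound, then given a substrate mix of 0.016 mM NADPH and 2 mM alpha-KG for 80 min at room temperature; remaining NADPH was read by diaphorase/resazurin fluorescence.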
D2 antagonist – antagonists of human D2 dopamine receptor; P14416; HEK293 TREx D2 cells, calcium flux, dopamine EC80; inhibition, % at 10 µM; hit rate 2% among 340,000; in the data active = inhibition above about 30%; note: 0% is about no effect
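Read-out: kinetic calcium fluorescence (1 cycle/s) in inducible HEK293 T-REx D2 cells after an EC80 dopamine addition that followed 180 s compound preincubation. Loss of the dopamine response indicates antagonism.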
Starred values were filed as active, the others as inactive; ? = inconclusive; . = not tested or not shown; & = joins results of further samples; [ ] = another dose, or the depositor's remark. Unless noted, calls come from the whole dose curve; as a rule, active = well fitted inhibition curve with a large enough effect; inconclusive = small, poorly fitted or top-dose-only effect; inactive = no such curve, though single readings can be large or run the other way. This is a subset; the hit share may differ from the screen's.

SMILES	TrxR1 substrate	TrxR1 inh	TRHR PAM	D2 agonist	Pin1 inh	TRHR agonist	USP1-UAF1 inh	mIDH1 inhibitor	D2 antagonist
CC(C)c1nnc(N2C(=O)c3oc4ccccc4c(=O)c3C2c2ccccc2F)s1 (stereo not given)	1.4%	25.1%	16.3	0.1	-2.0%	0.0	-6.6%	-7.9%	.
CCOC(=O)C1CCN(CCC(=O)Nc2ccc(Br)c(C)c2)CC1	5.3%[57.1 µM]	1.5%[57.1 µM]	19.7&12.7	5.5	1.0%&-2.5%	1.8&-0.6	-11.2%&-28.8%	11.1%&15.2%	.
CCOC(=O)C1=C(c2ccccc2)NC(=S)NC1c1cccc([N+](=O)[O-])c1 (stereo not given)	-2.8%	-10.4%	5.2	-0.2	-9.1%	-0.6	-19.9%	7.9%	1.7
O=C(CN1CCCCC1)Nc1ccc(C(F)(F)F)cc1Cl	-4.2%[57.1 µM]	6.2%[57.1 µM]	18.8	-0.6	0.8%	-0.1	-20.7%	11.1%	-28.7
Cc1cccc(N2C(=O)CS/C2=N\NC(=O)c2ccc(Br)cc2)c1C	12.0%[57.1 µM]	25.6%[57.1 µM]	0.3	0.5	-9.8%	0.2	-0.9%	5.8%	-5.7
CCOC(=O)c1cc2c(n(-c3ccc(Cl)cc3)c1=O)CCCC2=O	6.1%[57.1 µM]	21.1%[57.1 µM]	10.2	0.0	-12.2%	-0.5	-0.5%	-9.8%	4.3
CN1C(=O)C2(CCCCC2)C1c1ccccc1 (stereo not given)	4.8%	13.1%	.	.	-0.5%	.	-10.4%	1.9%[38.3 µM]	.
Oc1ccc(C2C=C(c3ccc(F)cc3)Nc3ncnn32)cc1 (stereo not given)	5.6%[57.1 µM]	?	1.2	0.3	?	1.0	-6.4%	13.0%	6.8
CC1CCN(C(=S)NCCc2ccccc2)CC1	-2.2%	6.2%	-8.3	0.9	4.4%	0.0	2.6%	-3.2%	14.5
COc1ccc(/C(N)=N/OC(=O)c2cccs2)cc1OC	11.0%[57.1 µM]	20.5%[57.1 µM]	2.2	0.4	-8.4%	-0.6	?	7.0%	2.1
CCCOC(=O)C1NC(=O)N2C(C(=O)OCCC)C(C)(C)S[C@H]12 (stereo not given in full)	4.8%&1.9%	19.5%&11.4%	.	.	0.7%	.	-3.1%	1.8%	.
O=C(c1c(F)cccc1F)N1CCN(CCOc2ccccc2)CC1	5.8%[57.1 µM]	6.3%[57.1 µM]	4.4	60.0*	-0.4%	-0.7	-4.6%	18.4%	21.5
Cc1ccc(C(=O)Nc2ccccc2C(=O)N2CCOCC2)cc1[N+](=O)[O-]	7.0%[57.1 µM]	5.5%[57.1 µM]	-10.3	0.8	-5.1%	0.5	-1.3%	2.4%	9.1
CCOc1cc(CNC(=O)CN2C(=O)c3ccccc3S2(=O)=O)ccc1OC	9.5%[57.1 µM]	-0.2%[57.1 µM]	1.8	-0.1	-3.8%	-0.3	-14.8%	-6.9%	-11.0
CCC(C)(C)NC(=O)CN(C(=O)CCC(=O)Nc1ccccn1)c1ccc(F)c(Cl)c1	1.2%	30.2%[0.457 µM]	-2.6	0.9	-4.7%	-0.2	-12.2%	3.5%	-5.0
O=C(CNc1cccc([N+](=O)[O-])c1)NCCCc1ccccc1	-6.5%	-1.0%	10.2	-0.4	-9.5%	-0.4	0.7%	-7.9%	11.4
Cc1nnc(SCC(=O)Nc2nnc(SCc3cccc(Br)c3)s2)s1	-2.9%	-12.7%	-11.2	0.6	-14.3%	-0.2	-19.6%	3.2%	-11.4
COc1ccc(F)cc1CN1CCN(c2cc(C)nc3c4c(C)cc(C)nc4nn23)CC1	.	.	1.9	-0.1	.	1.0	.	.	-11.9
N#CC(/C(=N/S(=O)(=O)c1cccs1)c1ccccc1)c1nc2ccccc2[nH]1 (stereo not given)	-14.3%	-23.5%	1.1	-0.9	-0.2%	0.2	-10.6%	-1.5%	-11.6
Cc1nc(-c2ccc(S(=O)(=O)N3CCOCC3)cc2)cs1	-5.6%	-8.0%	3.2	0.0	-1.4%	0.6	-8.0%	-5.3%	-25.8
COc1ccc(C(C)=O)cc1COC(=O)c1ccc2ccccc2n1	-6.9%	-13.8%	1.1	2.1	1.3%	-1.3	-16.9%	-6.2%	-3.9
COc1ccc(OCC(=O)Nc2ccc(N3CCN(Cc4ccccc4F)CC3)cc2)cc1	-5.4%	10.7%	-4.9	0.2	0.5%	0.3	-11.0%	0.0%	-4.6
O=C(NCc1ccccc1F)c1ccc2ccccc2n1	7.6%	20.5%	13.6	12.5	-2.3%	-0.4	-24.3%	0.0%	-11.2
COc1cccc(NC(=O)Cn2c(=O)n(-c3cccc(OC)c3)c(=O)c3sc4ccccc4c32)c1	29.0%	16.7%	-6.7	-1.1	0.9%	-1.5	-3.4%	22.2%	.
CC1CCCC(NC(=O)Cn2cc3c(n2)CCCCC3)C1C (stereo not given)	9.6%[57.1 µM]	17.5%[57.1 µM]	-6.0	-0.4	-9.4%	-0.2	-18.4%	11.9%	-11.6
Cc1ccccc1N(Cc1cc(=O)[nH]c2ccccc12)C(=O)CCl	.	.	0.2	1.6	.	-0.3	.	.	11.2
Cc1c(NC(=O)c2cccc(NC(=O)Cc3c(F)cccc3Cl)c2)c(=O)n(-c2ccccc2)n1C	-11.8%	-17.9%	2.3	1.2	1.2%	-0.2	2.4%	-7.2%	18.8
CCS(=O)(=O)c1ccc2oc(Nc3ccc(C(C)(C)C)cc3)nc2c1	-9.2%	-3.6%[57.1 µM]	1.6	0.4	?	1.0	-10.0%	-0.5%	4.7
C[C@H](CCC(=O)OCc1cn(CC(=O)c2ccc(O)cc2)nn1)C1CC[C@H]2[C@@H]3CC[C@@H]4C[C@H](O)CC[C@]4(C)[C@H]3C[C@H](O)[C@]12C (stereo not given in full)	-3.2%	18.9%	.	.	3.6%	.	-18.3%	-5.8%	.
Nn1c(SCC(=O)NCCN2C(=O)CSC2=O)nnc1-c1ccc(OC(F)F)cc1	-6.1%	-13.9%	-2.6	1.1	-3.6%	1.6	-2.2%	8.4%	6.6
N#C/C(=C\c1cc([N+](=O)[O-])ccc1Cl)C(N)=O	0.0%[57.1 µM]	0.4%[57.1 µM]	-1.5	0.5	-0.3%	1.0	-0.5%	-3.5%	-4.7
CC(C)n1ncc2c(C(=O)N3CCN(c4ccccc4)CC3)cc(-c3ccccc3)nc21	-8.6%	7.3%	2.3	0.1	5.3%	0.1	-4.4%	-6.7%	-2.9
COc1ccc(C(CNC(=O)Cc2cccs2)N(C)C)cc1 (stereo not given)	0.0%	0.4%	2.5	0.9	-5.5%	0.4	-5.8%	0.9%	-6.1
O=C(c1cc(COc2ccc(F)cc2F)on1)N1CCN(C2CCCC2)C(=O)C1	-7.6%	-11.6%	0.9	-0.6	-5.7%	-0.3	-22.6%	2.0%	6.5
CC(C)[C@H](NC(=O)[C@@H]1Cc2ccccc2CN1C(=O)OC(C)(C)C)C(=O)NCC1CCC(C(=O)O)CC1 (stereo not given in full)	0.1%	22.9%	0.6	0.5	-0.5%	-0.2	-10.4%	-0.4%	-1.3
CCCCOc1ccc(OC(=O)c2cccnc2)cc1	-11.3%	-8.0%	-5.1	-0.6	?	-1.0	-15.6%	4.4%	-1.4
COc1ccc(N2CCN(CC(=O)c3ccc(Cl)cc3)CC2)cc1	11.4%	?	2.4	2.0	-4.2%	-0.7	-22.6%	4.0%	12.0
S=C(Nc1ccc(Cl)c(Cl)c1)NC1CCN(Cc2ccccc2)CC1	-11.4%	-19.6%	-8.1	2.4	?	3.8	-26.0%	-2.0%	45.2*
CCOC(=O)CC(=O)Nc1nc2ccccc2s1	-14.1%	8.8%[57.1 µM]	1.9	-1.1	1.1%	0.4	-1.8%	-5.9%	-1.4
COc1ccc(CN2CCCN(S(=O)(=O)c3ccc(Br)cc3)CC2)cc1	-5.4%	?	0.1	1.5	-5.4%	0.5	-5.0%	-9.2%	2.5
CC(=O)Nc1ccc(C(=O)Nc2nc(-c3ccccn3)cs2)cc1	-4.0%	50.1µM*	2.1	-1.0	1.6%	-0.6	-22.0%	4.4%	-13.9
Cc1cc(-c2ccccc2)nc(Oc2ccc(C(C)(C)C)cc2)c1S(C)(=O)=O	72.1%[activator]	87.5%[activator]	-2.8	-1.5	4.7%	-0.5	-18.5%	1.3%	-6.1
CC(C)Cc1nnc(NC(=O)CCC(=O)NC2CCCCC2)s1	8.5%	22.8%	-3.9	0.3	4.4%	-0.1	-26.4%	1.4%	16.1
COCC(C)n1c(-c2ccc3c(c2)NC(=O)CO3)csc1=Nc1ccc(OC(F)F)cc1 (stereo not given)	-1.7%&-3.6%	15.5%&2.7%	0.6	-0.2	?	0.5	-19.7%&-3.0%	0.2%&-1.9%	-11.7
COc1cc(C(=O)Nc2cc3c(cc2N2CCCCC2)n(C)c(=O)n3C)cc(OC)c1OC	-1.0%	19.5%	11.1	-0.1	4.0%	-0.7	?	?	4.0
Cc1ccc(-n2c(O)c(C=NCc3ccccn3)c3ccccc3c2=O)cc1	-9.3%	-4.2%	25.2	-0.4	6.4%	-0.6	0.0%	-7.9%	-2.5
COc1cc2c(cc1OC)C(COc1ccc([N+](=O)[O-])cc1)NCC2 (stereo not given)	-4.1%	-12.0%	1.1	1.0	-5.5%	0.0	-22.3%	3.9%	-1.0

Limited to TRHR PAM (2 entries from above):
SMILES | TRHR PAM
COc1ccc(N2CCN(CC(=O)c3ccc(Cl)cc3)CC2)cc1 | 2.4
S=C(Nc1ccc(Cl)c(Cl)c1)NC1CCN(Cc2ccccc2)CC1 | -8.1

Bioassay records deposited in PubChem by National Center for Advancing Translational Sciences (NCATS).
